Bioassay records from PubChem BioAssay.
VHR inh abs: inhibitors of human VHR1 phosphatase (DUSP3). P51452. recombinant VHR phosphatase, pNPP absorbance. inhibition, % at 13.3 µM. 290,000 compounds, 0.52% hits. AID 1654; in the data active = inhibition above about 50%; also: some compounds called inactive have numbers as strong as hits
Target sequence (P51452 whole entry, looked up): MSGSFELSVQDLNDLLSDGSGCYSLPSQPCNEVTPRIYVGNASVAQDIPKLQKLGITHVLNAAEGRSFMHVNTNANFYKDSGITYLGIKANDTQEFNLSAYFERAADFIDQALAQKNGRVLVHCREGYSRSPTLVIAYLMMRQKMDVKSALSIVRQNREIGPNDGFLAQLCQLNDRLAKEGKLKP
MazEF act: activators of E. coli MazEF toxin-antitoxin RNase; P0AE70; FAM/BHQ RNA-DNA oligo cleavage fluorescence, 5 h; activation, % at 20 µM; 350,000 compounds, 0.32% hits; in the data active = activation above about 50%
Target sequence (P0AE70 whole entry, looked up): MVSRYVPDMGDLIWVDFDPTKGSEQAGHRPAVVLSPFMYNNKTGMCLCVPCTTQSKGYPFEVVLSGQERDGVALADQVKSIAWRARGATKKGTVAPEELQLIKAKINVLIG
Rv3671c inh: Rv3671c (M. tuberculosis) protease inhibition. P9WHR9. inhibition, % at 5.96 µM. 320,000 compounds, 0.048% hits; in the data active = inhibition above about 38%;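 also: extracellular domain of Rv3671c used as enzyme; 0% = enzyme with DMSO and 100% = no enzyme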
Target sequence (P9WHR9 whole entry, looked up, the tested form may be a part): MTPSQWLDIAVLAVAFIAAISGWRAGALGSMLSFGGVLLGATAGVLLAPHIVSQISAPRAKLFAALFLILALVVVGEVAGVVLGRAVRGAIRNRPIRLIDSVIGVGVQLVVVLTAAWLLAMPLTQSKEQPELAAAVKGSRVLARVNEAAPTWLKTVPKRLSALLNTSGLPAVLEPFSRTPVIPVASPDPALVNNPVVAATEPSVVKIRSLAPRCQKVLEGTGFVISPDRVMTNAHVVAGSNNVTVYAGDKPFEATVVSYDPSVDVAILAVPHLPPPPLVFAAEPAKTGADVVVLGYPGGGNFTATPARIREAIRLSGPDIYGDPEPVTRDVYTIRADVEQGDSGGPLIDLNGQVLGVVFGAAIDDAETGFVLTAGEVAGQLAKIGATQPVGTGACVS
PrPC TRFRET: reduces human prion protein on the cell surface; cell surface PrPC, TR-FRET read-out; inhibition, % at 13.8 µM; 370,000 compounds, 0.43% hits; AID 720596; in the data active = inhibition above about 24%; also: 0% = median of the test wells and 100% = reference compound wells
Vc quorum ag: induces V. cholerae light production without autoinducers; 350,000 compounds, 0.16% hits; AID 588436; activation, % at 18.7 µM; V. cholerae BH1578 lux reporter, luminescence, 6 h; in the data active = activation mostly above about 9.7%, no sharp cut-off; also: not every result past the cut was called active; inactives centre near 0; reference of the scale not given here
Yp Topo-I inh: blocks Yersinia pestis topoisomerase I activity; Y. pestis Topo-I cleavage product accumulation, plate reader; activity, % at 10 µM; 360,000 compounds, 0.064% hits; AID 504884; in the data active = activity above about 50%, passing the limit was not always enough; also: inactives centre near 2
SARS 3CLpro inh: SARS-CoV 3CLpro protease inhibition | recombinant SARS-CoV 3CLpro, quenched FRET peptide cleavage | inhibition, % at 6 µM | 290,000 compounds, 0.14% hits; in the data active = inhibition above about 12%
CCHFV vOTU inh: CCHFV vOTU protease inhibition. AID 651958. Pep-AMC fluorescence. 370,000 compounds, 0.55% hits. inhibition, % at 11.5 µM; in the data active = inhibition above about 30%; also: 0% = vehicle wells with enzyme and 100% = no enzyme wells
PriA SSB inh: blocks PriA binding to SSB C-terminal tail; 430,000 compounds, 0.6% hits; AID 1272365; AlphaScreen SSBct-PriA binding, biotinylated peptide; inhibition, % at 33 µM; in the data active = inhibition mostly above about 37%, no sharp cut-off; inactive = mostly below about 20%;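 also: plate controls were negative control peptide for no effect and reference peptide for full effect; strong numbers were not always called active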
TcdB inh: inhibitors of Clostridioides difficile toxin B glycohydrolase. P18177. TcdB glycohydrolase enzymatic assay, plate reader. inhibition, % at 9.99 µM. 350,000 compounds, 0.24% hits; in the data active = inhibition above about 10%
Starred values were filed as active, the others as inactive; i = inactive; . = not tested or not shown; & = joins results of further samples. An excerpt; rates above refer to the full screens.

Preview (2 entries):
SMILES | VHR inh abs | MazEF act | Rv3671c inh | PrPC TRFRET | Vc quorum ag | Yp Topo-I inh | SARS 3CLpro inh | CCHFV vOTU inh | PriA SSB inh | TcdB inh
N#Cc1cnn2c(C(F)(F)F)cc(-c3ccccc3)nc12 | 26 | 1 | -14 | 5 | 1.9 | -3 | -4 | 10 | -19 | 1.1
NS(=O)(=O)c1cc([N+](=O)[O-])ccc1NCc1cccnc1 | 31 | 5 | -6 | -30 | -0.6 | -7 | -1 | -12 | -5 | 1.5

The whole of this part, from the first entry:
SMILES | VHR inh abs | MazEF act | Rv3671c inh | PrPC TRFRET | Vc quorum ag | Yp Topo-I inh | SARS 3CLpro inh | CCHFV vOTU inh | PriA SSB inh | TcdB inh
N#Cc1cnn2c(C(F)(F)F)cc(-c3ccccc3)nc12 | 26 | 1 | -14 | 5 | 1.9 | -3 | -4 | 10 | -19 | 1.1
NS(=O)(=O)c1cc([N+](=O)[O-])ccc1NCc1cccnc1 | 31 | 5 | -6 | -30 | -0.6 | -7 | -1 | -12 | -5 | 1.5
O=C1CN(C(=O)CCN2CCOCC2)C(c2ccccc2)c2cc(Br)ccc2N1 (configuration not stated) | 23 | 5 | 6 | -6 | 5.3 | 2 | 3 | 5 | -1 | .
O=C(CC1NC(=O)NC1=O)Nc1ccccc1 (configuration not stated) | 35 | 4 | -5 | 0 | -0.7 | -3 | -3 | 3 | 1 | .
CCOC(=O)N1CCN(c2ccc([N+](=O)[O-])cc2F)CC1C (configuration not stated) | -7 | 0 | 6 | -16 | -0.1 | -3 | -2 | 10 | 12 | -0.5
CCCS/C(N)=N/N=C/c1ccccc1O | 16 | 1 | -2 | -10 | i | -3 | -3 | 25 | . | .
O=C(CN1CCN(C/C=C/c2ccccc2)CC1)NCc1ccc(Cl)cc1 | 4 | 2 | 6 | -12 | i | 16 | 1 | -12 | 5 | 0.5
O=C(Nc1ncn[nH]1)c1cccc(S(=O)(=O)N2CCOCC2)c1 | 6 | 5 | 3 | 7 | -1.0 | -5 | -1 | 6 | -8&-7 | -1.1
O=C(Cc1cc(=O)oc2cc(O)ccc12)NN=Cc1ccc(N(CCCl)CCCl)cc1 | . | -2 | . | -10 | 0.9 | 11 | . | -204 | 0 | 1.4
O=C(Cc1noc2ccccc12)Nc1ccc(Cl)cc1 | -5 | 21 | -9 | 2 | -1.0 | 1 | -1 | -9 | -4 | 0.6
Clc1cc(NCc2cccs2)ccc1N1CCOCC1 | -4 | -1 | -3 | 3 | 2.9 | -14 | 1 | -9 | 17 | .
CC#CCNCc1ccccc1 | 26 | 8 | -9 | 6 | -3.7 | -7 | 7 | -6 | -2 | .
CN(C)c1ccc(/C=N/NC(=O)c2ccccn2)cc1 | 0 | 5 | -3 | -4 | -0.2 | -5 | 2 | 7 | i | -4.5
CCOC(=O)C(=O)/C(C#N)=C/Nc1ccccc1 | 26 | 0 | -3 | -4 | 3.1 | -1 | 2 | 5 | 1 | .
O=C(NCc1cccnc1)c1ccc(Cl)c(Cl)c1 | 17 | 5 | -7 | 5 | 0.0 | -2 | -2 | -2 | -5 | .
Cc1cc(Cl)c(S(=O)(=O)N/N=C/c2ccc3c(c2)OCO3)c(Cl)c1 | -13 | -24 | -1 | 2 | i | 15 | -2 | 7 | . | .
CSc1ccccc1OCc1cc(C(=O)N(C)Cc2cc(C)[nH]n2)no1 | -6 | -5 | 8 | -3 | i | 17 | -4 | 5 | 3 | 1.0
CSc1ccc(Cl)c(C(=O)OCC(=O)Nc2ccccc2OC(F)F)c1 | -4 | 5 | -11 | -4 | -0.2 | 9 | -1 | -9 | -20 | -0.1
O=C(Nc1ccc(NC(=O)c2ccco2)cc1)c1ccco1 | 1 | 1 | -5 | 4 | i | -3 | -1 | -1 | 6 | 0.4
CCN1CCN(CCNC(=O)c2ccc(/C=C3\Sc4ccccc4N(Cc4ccccc4F)C3=O)cc2)CC1 | 36 | -29 | -32 | -16 | -0.4 | -15 | -2 | 8 | 14 | 6.3
CCOC(=O)Cn1c(=O)oc2cc(S(=O)(=O)Nc3ccc(N(CC)CC)cc3C)ccc21 | 21 | 4 | 10 | 4 | -0.2 | 19 | 0 | 5 | 6 | -5.7
CCCCn1c(NS(=O)(=O)c2ccccc2)c(C(=O)OCC)c2nc3ccccc3nc21 | 35 | 3 | -102 | -4 | i | 15 | 1 | 35* | 33 | .
C=CCN1C(=O)/C(=C/c2ccc(O)cc2)S/C1=N/c1nccs1 | 3 | -23 | -2 | -3 | -0.3 | 6 | 0 | 9 | . | .
COc1ccccc1CNS(=O)(=O)c1ccc2c(c1)CCCN2C(C)=O | 11 | 2 | -13 | -3 | i | 2 | -4 | 1 | -16 | 1.2
COc1cccc(N(CC(=O)N2CCCC2)S(C)(=O)=O)c1 | 16 | 7 | 0 | -9 | -0.4 | 1 | -6 | -11 | -10 | -0.4
CCN(CC)c1ccc(C2N(C(=O)N3CCOCC3)CCN2S(=O)(=O)c2ccc(C)cc2)cc1 (configuration not stated) | 13 | 7 | -1 | -3 | i | 10 | -2 | 9 | -14 | .
CC(C)Oc1ccc(C2c3c(oc4ccccc4c3=O)C(=O)N2CCCN2CCOCC2)cc1 (configuration not stated) | 20 | 1 | 4 | -4 | i | 5 | 4 | -14 | -3 | .
COc1ccccc1C(=O)CSc1n[nH]c(N)n1 | -12 | 6 | 3 | 3 | -0.4 | -2 | -2 | 2 | -1 | .
CCCOc1ccccc1OCC(=O)Nc1cccc(S(=O)(=O)NC2=NCCC2)c1 | . | 4 | . | 1 | -1.4 | 30 | . | 2 | -4 | 2.3
CCOc1ccc(C2CC(c3cccc(Cl)c3)n3nc(N)nc3N2)cc1 (configuration not stated) | 12 | 4 | 2 | -4 | i | 8 | -2 | -1 | 3 | 1.1
O=C(O)/C(=C\c1cccc(C(F)(F)F)c1)c1ccc(S(=O)(=O)N2CCCC2)s1 | . | 1 | -9 | 1 | -1.1 | 7 | . | 9 | -2 | 0.0
O=C1NN(c2ccccc2)C(=O)C2C3C=CC(C4CC34)C12 (configuration not stated) | 27 | -12 | -8 | -2 | -1.9 | -5 | -1 | -11 | 1 | 1.1
COc1ccc(NC(=O)CC2C(=O)N(c3cccc(OC)c3)C(=O)N2C(C)C)cc1 (configuration not stated) | 7 | 2 | 0 | -4 | 1.0 | -1 | 1 | 10 | -7 | -0.3
O=S(=O)(/N=C(/NC(=S)Nc1ccccc1)c1ccccc1)c1ccc(Cl)cc1 | 20 | 7 | -5 | 1 | -1.5 | 15 | 0 | 3 | . | 0.4
O=C(CCn1nc(-c2ccc(Cl)cc2)ccc1=O)N1CCN(c2ccccc2)CC1 | 14 | 4 | -4 | -10 | -0.6 | 26 | -4 | -9 | 12 | 0.3
C/C=C/c1ccc(O)c(OC)c1 | . | 6 | -4 | 4 | -0.3 | -2 | . | 1 | -20 | -7.8
Cc1ccc(Nc2nnc(SC(C)C(=O)NC3CC3)s2)cc1 (configuration not stated) | . | 0 | -3 | 4 | i | 3 | . | 7 | -20 | 0.3
O=C(CSc1nnnn1-c1cccc2ccccc12)NC(C(=O)O)(c1ccccc1)c1ccccc1 | -17 | -11 | 0 | 2 | -0.4 | 2 | 8 | 5 | -17 | -0.3
CN(C)C(CNC(=O)c1cc2ccccc2oc1=O)c1ccccc1 (configuration not stated) | 26 | 4 | -1 | -6 | -0.3 | 0 | 0 | -9 | -8 | 0.2
C=CCSc1nnc(NC(=O)CSc2nnc(C)s2)s1 | 0 | 2 | -7 | 3 | i | -2 | 3 | 16 | -18 | .
COc1cc(/C=C2/CCCC(C(=O)C(F)(F)F)=C2O)ccc1O | 31 | -6 | 12 | -2 | -0.3 | -3 | 5 | 0 | -4 | 0.9
COc1ccc(CN(C(=O)CO/N=C/c2ccccc2)c2ccccc2C(=O)O)cc1 | -4 | 2 | -1 | 1 | -0.5 | -1 | 5 | 5 | . | -2.2
Fc1cccc(Cl)c1-c1nnc2ccc(N3CCOCC3)nn12 | 12 | 8 | 9 | 5 | 1.1 | 3 | -2 | 8 | 3 | .
O=C(NCC1CC1)C1CCCN(S(=O)(=O)c2ccc(-n3cnnn3)cc2)C1 (configuration not stated) | 4 | -129 | -10 | -8 | i | -4 | 2 | -16 | -8 | .
Cc1ccc(-c2nc3ncccc3o2)cc1NC(=O)C(C)C | 20 | 6 | 7 | 0 | 0.3 | 1 | -5 | -1 | -6 | -12
CCOC(=O)C1=C(CSc2nnnn2C)N(C)C(=O)NC1c1ccccc1 (configuration not stated) | 15 | 10 | 6 | 4 | i | 0 | -3 | 1 | -11 | .
COc1ccccc1C(=O)Nc1ccnn1C1CCN(Cc2cnc(N(C)C)s2)CC1 | 9 | 6 | 2 | -5 | -0.4 | 0 | 1 | 12 | 10 | -0.3
CC(=O)NC12CC3CC(C1)CC(C(=O)N1CCN(S(=O)(=O)c4ccc([N+](=O)[O-])cc4)CC1)(C3)C2 | . | 14 | . | -29 | i | 4 | . | 12 | -8 | -0.5
CC(=O)Nc1ccc(O)c(-c2nc3ccccc3s2)c1 | 0 | -5 | -22 | -7 | -0.3 | -9 | 4 | -16 | -13 | -1.2
Cc1cccc(N(CC(=O)N2CCOCC2)S(C)(=O)=O)c1 | -3 | -4 | -8 | -5 | -0.3 | -3 | -5 | -3 | -4 | .

Further compounds follow.
SMILES | VHR inh abs | MazEF act | Rv3671c inh | PrPC TRFRET | Vc quorum ag | Yp Topo-I inh | SARS 3CLpro inh | CCHFV vOTU inh | PriA SSB inh | TcdB inh
CCS(=O)(=O)c1ccc2oc(Nc3cccc(OC)c3)nc2c1 | 6 | 4 | -4 | 0 | -0.2 | -1 | 1 | -10 | -2 | 2.3
COc1ccc(S(=O)(=O)Nc2ccc(Oc3ccsc3C(=O)O)cc2)cc1 | 10 | 0 | 3 | 4 | i | 4 | 0 | -12 | -3 | -0.1
CCSc1nnc([C@@H]2CCCN2C(=O)OC(C)(C)C)o1 | 8 | -7 | 1 | -2 | i | 2 | -1 | -2 | -10 | .
CCCS(=O)(=O)N1CCCC(C(=O)NCCCOC(C)C)C1 (configuration not stated) | 34 | -3 | 2 | -3 | -3.1 | -5 | 1 | -2 | -7 | .
C=CCn1c(O)c(C(C)=NCc2ccco2)c(=O)[nH]c1=O | 2 | 2 | -13 | -3 | i | 2 | 11 | -3 | -4 | .

Reprinted at random: 4 compounds from above.
SMILES | VHR inh abs | MazEF act | Rv3671c inh | PrPC TRFRET | Vc quorum ag | Yp Topo-I inh | SARS 3CLpro inh | CCHFV vOTU inh | PriA SSB inh | TcdB inh
C=CCn1c(O)c(C(C)=NCc2ccco2)c(=O)[nH]c1=O | 2 | 2 | -13 | -3 | i | 2 | 11 | -3 | -4 | .
CCCS(=O)(=O)N1CCCC(C(=O)NCCCOC(C)C)C1 (configuration not stated) | 34 | -3 | 2 | -3 | -3.1 | -5 | 1 | -2 | -7 | .
CCSc1nnc([C@@H]2CCCN2C(=O)OC(C)(C)C)o1 | 8 | -7 | 1 | -2 | i | 2 | -1 | -2 | -10 | .
CCS(=O)(=O)c1ccc2oc(Nc3cccc(OC)c3)nc2c1 | 6 | 4 | -4 | 0 | -0.2 | -1 | 1 | -10 | -2 | 2.3
